Bioassay records (PubChem)
Lipid storage S3: qHTS Assay for Lipid Storage Modulators in Drosophila S3 Cells; Drosophila S3 cells, BODIPY lipid droplet fluorescence, 18-24 h; cells fed with added oleic acid; lipid storage change, negative = inhibition, % at the top dose, mostly 46.1 µM; hits show Potency in µM; actives 0.64% (n = 320,000); active = well fitted inhibition curve with a large enough effect in the signal ratio, with a control signal flat, not every such curve was filed as active; inconclusive = small, poorly fitted or top-dose-only effect, or effect the other way, or a change in a side signal; the % refers to the signal ratio
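Drosophila S3 cells loaded with oleic acid (400 uM, as added) and compounds at several concentrations; lipid droplets imaged by 488-nm laser-scanning cytometry, 500–530 nm intensity and object ratio to cell channel. Percent activity normalized to 20 uM Triacsin C.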
Lipid storage S3 cell count max: second read-out of Lipid storage S3, no call of its own (marks repeat the call); cell number change, %; measured here: cell count max response;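 cells counted by Cell Tracker Red CMTPX staining in the red channel; peak over a dose series mostly up to 46.1 µM; percent activity relative to internal control wells on each plate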
An asterisk follows results filed as active; i = inactive; u = inconclusive; x = not tested or not shown. % is scaled to controls: 0 for no effect and ±100 for the full control effect; potency is read from the fitted curve at half-maximal effect. An excerpt; the hit share may differ from the screen's.

SMILES	Lipid storage S3	Lipid storage S3 cell count max
Cc1ccc(NC(=O)CSc2nc3c(c(=O)[nH]2)CN(Cc2ccc(F)cc2)CC3)cc1C	0%	0
N#Cc1ccccc1CCN1C(=O)c2ccccc2C1=O	i	-19
CNc1cnn(-c2ccccc2)c(=O)c1Cl	u	x
Cc1nc(Nc2ccccc2)[nH]c(=O)c1CCC(C)C	u	x
O=C(COC(=O)c1cc([N+](=O)[O-])ccc1N1CCOCC1)NC1CCCCC1	u	x
Cc1c(Cl)cnn1CC(=O)NC1C(=O)N2C(C(=O)O)=C(CSc3nnnn3C)CSC12 (stereo not given)	-5%	-1
CCOC(=O)c1c(C)[nH]c(C)c1C(=O)COC(=O)c1ccc(O)cc1	15%	x
CS(=O)(=O)Nc1cccc(C2=NN(C(=O)c3ccccc3Cl)C(c3ccccc3O)C2)c1 (stereo not given)	u	x
COc1ccc(CNC(=S)Nc2ccc(F)c(Cl)c2)cc1OC	u	x
COc1ccc(Cc2n[nH]c(=S)n2NC(=O)Nc2ccc(Cl)c(Cl)c2)cc1	u	x
CCCC(=O)NC(c1cccs1)c1cc(Cl)c2cccnc2c1O (stereo not given)	-24%	-8
O=C(NC1CCS(=O)(=O)C1)c1ccc(S(=O)(=O)NCC2CCCO2)cc1 (stereo not given)	i	-4
CCOc1ccccc1C(=O)NC(CO)C(=O)O (stereo not given)	21µM*	-20*
CCCCn1cc(C(=O)c2cc(Br)ccc2O)cc(C#N)c1=O	u	x
O=C(c1cn(-c2ccccc2)nc1-c1cccc([N+](=O)[O-])c1)N1CCCCC1	u	x
O=C(Nc1ccc(NC(=O)c2ccco2)cc1)c1cnccn1	u	x
NS(=O)(=O)c1ccc(NC(=O)CSc2nnc(C3CC3)n2C2CC2)cc1	u	x
Cc1nc2ccccc2n1CC(=O)NCCN1CCOCC1	6%	11
FC(F)(F)c1cccc(NC(=S)NC2CCCC2)c1	18µM*	-29*
CC(=O)c1c(C)[nH]c(C(=O)OCC(=O)Nc2ccc(Cl)c(S(=O)(=O)N(C)C)c2)c1C	0%	0
CC(C)c1nc2sc3c(NCc4ccco4)ncnc3c2c2c1COC(C)(C)C2	u	x
CC(=O)Nc1cccc(C(=O)Oc2cccc(C)c2)c1O	u	x
CCCCn1c(SCc2nnc(-c3ccccc3)o2)nc2c1c(=O)n(C)c(=O)n2C	u	x
FC(F)(F)c1ccc(Cl)c(-n2c(-c3cc(-c4ccco4)[nH]n3)n[nH]c2=S)c1	7%	10
COc1ccc(C(=O)Nc2ccc3ccccc3c2)cc1	u	x
CC1CCC2(CC1)NC(=O)N(CC(=O)Nc1sc3c(c1C(N)=O)CCC3)C2=O (stereo not given)	21%	x
COc1ccc(/C=N/Nc2nc(C(=O)O)cs2)cc1	2%	14
c1ccc(C2CCC(N3CCN(c4ccccc4)CC3)CC2)cc1 (stereo not given)	u	x
CCCC[C@H](CN[C@@H](CNC)[C@H](C)CC)NCCC12CCC(CC1)C2	u	x
COC(=O)c1ccccc1NC(=O)CSc1n[nH]c(-c2ccco2)n1	u	x

Structural class, the entries above with a CF3 group (2)
SMILES	Lipid storage S3	Lipid storage S3 cell count max
FC(F)(F)c1cccc(NC(=S)NC2CCCC2)c1	18µM*	-29*
FC(F)(F)c1ccc(Cl)c(-n2c(-c3cc(-c4ccco4)[nH]n3)n[nH]c2=S)c1	7%	10

Next compounds:
SMILES	Lipid storage S3	Lipid storage S3 cell count max
Cc1onc(-c2ccccc2)c1C(=O)N1CCN(Cc2ccc3c(c2)OCO3)CC1	2%	7
Cc1ccc(S(=O)(=O)N2CCCCC2)cc1C(=O)NC1CCCCC1	u	x
CCN(CC)S(=O)(=O)c1ccc(N2CCCC2)c(C(=O)Nc2ccc(OC)c(Cl)c2)c1	-11%	7
O=C(NNc1ncnc2c1cnn2-c1ccccc1)c1cccs1	-1%	-5
CCOc1ccc2[nH]cc(C(=O)NCCCN3CCOCC3)c(=O)c2c1	5%	11
Cc1ccc(CC2CC(=O)N(c3nc4ccccc4n3C)C2=O)cc1 (stereo not given)	i	x
NC(=O)c1cc(-c2cccnc2)nc2ccc(Br)cc12	2%	0
O=C(NOC(=O)c1c(F)cccc1Cl)c1ccc(Cl)c(Cl)c1	6%	6
Cc1ccc(C)c(NC(=O)CCNS(=O)(=O)c2ccc3[nH]c(=O)oc3c2)c1	u	x
CCOC(=O)c1ccc(N/C=C/C(=O)c2ccc(OC)cc2)cc1	-1%	-12
O=C(COc1ccc2ccc(=O)oc2c1)Nc1nccs1	u	x
O=C(c1cccc([N+](=O)[O-])c1)N1CCCN(C(=O)c2cccc([N+](=O)[O-])c2)CC1	u	x
COc1ccccc1N1CCN(CC(=O)Nc2nccs2)CC1	0%	4
COc1ccc(-n2nc(C(=O)N3CCC(N4CCCCC4)CC3)c3c4ccccc4n(C)c3c2=O)cc1	u	x
CNC(=O)c1[nH]cnc1C(=O)N[C@@H](CCCCNC(=O)OC(C)(C)C)C(=O)OC(C)(C)C	8%	17
NC(=O)C1CCN(CC(=O)N2N=CCC2c2ccccc2)CC1 (stereo not given)	-24%	-3
CC(CN1C(C)CCCC1C)OC(=O)c1ccc(Cl)cc1 (stereo not given)	u	x
O=C(N/N=C/C=C/c1ccccc1[N+](=O)[O-])c1cccnc1	6%	4
Clc1ccccc1OCCCCN1CCCCC1	u	x
CCOC(=O)/C(=N\Nc1ccc(Cl)cc1)Sc1nnc(-c2ccc(OC)cc2)n1C	5%	-3
CC(OC(=O)Cc1ccccc1[N+](=O)[O-])C(=O)Nc1ccc(Cl)cn1 (stereo not given)	u	x
CCSC1=N/C(=C\C=C2/Oc3ccccc3N2CC)C(=O)S1	u	x
CC(C)Cn1c(N)c(C(=O)CSc2nnc(-c3ccco3)n2C)c(=O)n(C)c1=O	3%	9
Cc1ccc(CCNC(=O)CN2C(=O)COc3ccc(S(=O)(=O)N4CCOCC4)cc32)cc1	u	x
CCCOc1ccc(/C=N/NC(=O)C(=O)Nc2ccccn2)cc1	-16%	-2
O=c1cc2[nH]c3ccccc3c(=O)n2nc1-c1ccccc1	u	x
CC(CNS(=O)(=O)c1ccc2c(c1)CC(=O)N2C)c1ccccc1 (stereo not given)	u	x
Cc1cc(NC(=O)COC(=O)c2c(C)nn(-c3ccccc3)c2C)no1	u	x
CCS(=O)(=O)NCCc1csc(C)n1	-17%	-12
COc1ccc(C(=O)Nc2ccc(S(=O)(=O)Nc3cc(C)nc(C)n3)cc2)cc1	0%	-6
O=C(N/N=C1/CCCc2ccccc21)C(c1ccccc1)c1ccccc1	13%	-4
CSc1nc(N)c2c3c(sc2n1)COC(C(C)C)C3 (stereo not given)	u	x
CCOC(=O)C1(Cc2ccc(OC)cc2)CCN(C(=O)c2cncs2)CC1	-16%	5
Cc1ccc(Cn2nnc3c(=O)n(CC(=O)NCC4CCCO4)cnc32)cc1 (stereo not given)	u	x
COc1ccc(OCCSc2nc3ccccc3c(=O)[nH]2)cc1	-12%	-15
CCOc1ccccc1Nc1cc2n(c(=O)n1)CCc1cc(OC)c(OC)cc1-2	u	x
COc1cccc(-c2nnc3n2N=C(c2cccc(Br)c2)CS3)c1	1%	-1
Cc1ccc(S(=O)(=O)N(C)CC(=O)N2CCCCCC2)cc1	-16%	3
COc1ccc(-c2cc(C(F)(F)F)nc(-n3cc(Cl)cn3)n2)cc1	u	x
CC(C)c1c(O)nc(SCc2ccccc2)[nH]c1=O	u	x
CN1CCN(C(=O)c2cn(-c3ccccc3)nc2-c2cccs2)CC1	u	x
CCOP(=O)(OCC)/C(=N/OC(=O)c1ccc(OC)cc1)C(N)=O	u	x
COc1cc(C(C(=O)Nc2c(C)cccc2C)N(C)C(=O)c2ccc(-n3cnnn3)cc2)ccc1O (stereo not given)	-6%	1
O=C(NCC1CCCO1)C(c1ccncc1)N(Cc1cccs1)C(=O)Cn1nnc(-c2ccc(F)cc2)n1 (stereo not given)	u	x
C[N+]1(CCC(=O)c2ccccc2)CCCCC1	-1%	3

Three entries out of the list, ordered by SMILES length, low to high.
SMILES	Lipid storage S3	Lipid storage S3 cell count max
COc1ccc(OCCSc2nc3ccccc3c(=O)[nH]2)cc1	-12%	-15
COc1ccc(-c2cc(C(F)(F)F)nc(-n3cc(Cl)cn3)n2)cc1	u	x
Cc1ccc(Cn2nnc3c(=O)n(CC(=O)NCC4CCCO4)cnc32)cc1 (stereo not given)	u	x

Remaining list, next part
SMILES	Lipid storage S3	Lipid storage S3 cell count max
CC(C)c1nnc(SCC(=O)NCCC2=CCCCC2)n1N	u	x
FC(F)(F)c1nnc2ccc(-n3ccnc3)nn12	u	x
CCCC(CCC)C(=O)NCCN1CCOCC1	u	x
CC(C)CCN1CCN(Cc2nc3ccccc3s2)CC1CCO (stereo not given)	u	x
CCc1cccc(N(CC(=O)NCc2ccc(F)cc2)C(=O)c2csnn2)c1	-7%	7
CCCn1c(C)cc(C(=O)COc2ccc(C)nc2[N+](=O)[O-])c1C	6%	5
O=C(CCS(=O)(=O)c1ccccc1)Nc1nc2ccc(F)cc2s1	u	x
COc1ccc(C(C)=O)cc1CSc1nnc(Nc2ccccc2C)s1	23%	x
CCC(=O)c1c[nH]c(C(=O)NCc2cccs2)c1	14%	2
CC(NC(=O)c1ccc(N(C)C)cc1)C(c1cccs1)N1CCN(C)CC1 (stereo not given)	25%	x
CC1(C)Cc2c(cnn2-c2ccc(F)cc2)C(NC(=O)c2ccoc2)C1 (stereo not given)	22%	7
COc1ccccc1/C=N/NC(=O)COCC(=O)N/N=C/c1ccccc1OC	2%	-5
CC1(C)N=C(N)N=C(N)N1c1ccc(C(=O)O)cc1	u	x
COc1ccc(S(=O)(=O)N2CCN(C(=O)NC3CCCCC3)CC2)cc1	3%	19
Cc1ccccc1NC(=O)Cc1nc(COC(=O)c2ccc(C(F)(F)F)cc2)cs1	u	x

Another view of part of the listing above.
structure,Lipid storage S3,Lipid storage S3 cell count max
CCc1cccc(N(CC(=O)NCc2ccc(F)cc2)C(=O)c2csnn2)c1,-7%,7
CCCn1c(C)cc(C(=O)COc2ccc(C)nc2[N+](=O)[O-])c1C,6%,5
O=C(CCS(=O)(=O)c1ccccc1)Nc1nc2ccc(F)cc2s1,u,x
COc1ccc(C(C)=O)cc1CSc1nnc(Nc2ccccc2C)s1,23%,x
CCC(=O)c1c[nH]c(C(=O)NCc2cccs2)c1,14%,2

(cont.)
SMILES	Lipid storage S3	Lipid storage S3 cell count max
O=S(=O)(c1ccc(F)cc1)N1CCCN(Cc2c(F)cccc2F)CC1	i	x
O=C(NCCN1C(=O)S/C(=C\c2cccc(Cl)c2Cl)C1=O)C1=COCCO1	12µM*	-26*
COc1cc(/C=C(\C#N)C(=O)N2CCOCC2)ccc1OCc1ccccc1	u	x
CNC(=O)COc1coc(CN2CCN(c3ccc(OC)cc3)CC2)cc1=O	u	x
CCOCC(=O)Nc1ccc(C(=O)Nc2ccccc2Cl)cc1	3%	12
CCCOc1ccc(/C=N/NC(=O)C2CCCN2S(=O)(=O)c2ccc(Cl)cc2)cc1 (stereo not given)	i	-18
O=C(COC(=O)c1cccc([N+](=O)[O-])c1)NC1CCCC1	i	20
O=C(C1Cc2ccccc2CN1C(=O)c1ccco1)N1CCN(c2ccccc2)CC1 (stereo not given)	u	x
Cc1ccc(CCNC(=O)CCCn2nc(C)c3c(C)n(-c4ccc(C)cc4)nc3c2=O)cc1	i	13
COc1ccc(C)cc1NC(=O)Nc1ccncc1	u	x
CCOC(=O)c1c(C)n(C)c2ccc(OC)c([N+](=O)[O-])c12	u	x
COc1ccc(NC(=S)N2CCN(Cc3ccco3)CC2)c(OC)c1	-3%	-23
CCOC(=O)C1(CC2CCCCO2)CCN(Cc2ccccc2-c2ccco2)CC1 (stereo not given)	0%	-1
CC(=O)c1c(C)[nH]c(C(=O)CSc2nnc(-c3ccco3)n2Cc2ccccc2)c1C	u	x
COc1cccc(N2CCN(c3nc(C)c(C)c(=O)[nH]3)CC2)c1	u	x
COc1ccc(N(CC(=O)N2CCc3ccccc3C2)S(C)(=O)=O)cc1OC	i	x
CC1(C)Cc2c(sc(NC(=O)COc3cccc4ccccc34)c2C#N)C(C)(C)N1	-20%	-8
O=C(OCCCN1C(=O)c2ccccc2C1=O)c1ccco1	i	x
N#Cc1ccc(OCC(=O)OCC(=O)NCCC2=CCCCC2)cc1	7%	11
C=CCn1c(=S)[nH]c2ccc(Br)cc2c1=O	u	x
Cc1ccc(Cl)c(OCC(=O)NC2CCN(Cc3ccccc3)CC2)c1	u	x
COc1cc(C(=O)N2CCN(C(=O)c3cccc4ccccc34)CC2)cc(OC)c1OC	u	x
COc1ccc(Cl)cc1C(=O)NCC(c1ccco1)N1CCCC1 (stereo not given)	i	x
CCC1=NN2C(=N)/C(=C\c3cccn3-c3ccc(C)c(C)c3)C(=O)N=C2S1	u	x
Cc1cc(NS(=O)(=O)c2ccc(Nc3nc(-c4ccc(C)c(C)c4)cs3)cc2)no1	u	x
CC(C)CCN(C(=O)c1cn2ccccc2n1)c1c(N)n(Cc2ccccc2)c(=O)[nH]c1=O	u	x
CCn1c(CNC(=O)C2CCCCC2)cc2cc(C)ccc21	u	x
COC(=O)c1ccc(NC(=O)c2cn(-c3ccccc3)nc2-c2ccncc2)cc1	u	x
Cc1ccc(-c2nc(N)nc(N)n2)c(C)c1	u	x
COc1ccc([C@H]2CC(=O)C=C(c3cc4ccccc4s3)C2)cc1OC	-2%	2
